CCHF vOTU inh: CCHFV vOTU protease inhibition; Pep-AMC fluorescence; inhibition, % at 11.5 µM; hit rate 0.55% among 370,000; in the data active means inhibition above about 30%; further: 0% = vehicle wells with enzyme and 100% = no enzyme wells
Y pestis TopoI: inhibitors of Yersinia pestis topoisomerase I. Y. pestis Topo-I cleavage product accumulation, plate reader. activity, % at 10 µM. hit rate 0.064% among 360,000; in the data active means activity above about 50%, passing the limit was not always enough; inconclusive means no clear call, values can overlap the other calls; further: inactives centre near 2
Vc quorum ag: inducers of Vibrio cholerae quorum light production without autoinducers; V. cholerae BH1578 lux reporter, luminescence, 6 h; activation, % at 18.7 µM; hit rate 0.16% among 350,000; in the data active means activation mostly above about 9.7%, no sharp cut-off; inconclusive means no clear call, values can overlap the other calls; inactive means mostly below about 3.7%; further: not every result past the cut was called active; inactives centre near 0; reference of the scale not given here
PrPC surface inh: cell surface PrPC inhibition, primary TR-FRET screen | TR-FRET read-out | P04156 | inhibition, % at 13.8 µM | hit rate 0.43% among 370,000; in the data active means inhibition above about 24%; further: 0% = median of the test wells and 100% = reference compound wells
SSB-PriA inh: blocks PriA binding to SSB C-terminal tail; AlphaScreen SSBct-PriA binding, biotinylated peptide; inhibition, % at 33 µM; hit rate 0.6% among 430,000; AID 1272365; in the data active means inhibition mostly above about 37%, no sharp cut-off; inactive means mostly below about 20%;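 further: plate controls were negative control peptide for no effect and reference peptide for full effect; strong numbers were not always called active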
VHR inh abs: inhibitors of human VHR1 phosphatase (DUSP3) | AID 1654 | hit rate 0.52% among 290,000 | recombinant VHR phosphatase, pNPP absorbance | P51452 | inhibition, % at 13.3 µM; in the data active means inhibition above about 50%; further: some compounds called inactive have numbers as strong as hits
Target sequence (P51452 whole entry, looked up): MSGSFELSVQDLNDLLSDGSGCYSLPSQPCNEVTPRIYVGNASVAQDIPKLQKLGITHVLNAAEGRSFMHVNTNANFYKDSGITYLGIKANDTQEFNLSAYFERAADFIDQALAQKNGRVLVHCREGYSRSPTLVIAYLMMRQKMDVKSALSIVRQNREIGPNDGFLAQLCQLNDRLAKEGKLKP
TcdB GH inh: inhibitors of Clostridioides difficile toxin B glycohydrolase; TcdB glycohydrolase enzymatic assay, plate reader; inhibition, % at 9.99 µM; hit rate 0.24% among 350,000; AID 652162; in the data active means inhibition above about 10%
MazEF act: activators of E. coli MazEF toxin-antitoxin RNase. hit rate 0.32% among 350,000. activation, % at 20 µM. P0AE70. FAM/BHQ RNA-DNA oligo cleavage fluorescence, 5 h; in the data active means activation above about 50%
Target sequence (P0AE70 whole entry, looked up): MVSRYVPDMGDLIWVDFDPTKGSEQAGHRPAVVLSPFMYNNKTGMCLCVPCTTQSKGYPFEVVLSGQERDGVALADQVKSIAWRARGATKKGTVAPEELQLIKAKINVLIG
SARS 3CLpro inh: SARS-CoV 3CLpro protease inhibition | recombinant SARS-CoV 3CLpro, quenched FRET peptide cleavage | inhibition, % at 6 µM | hit rate 0.14% among 290,000 | AID 1706; in the data active means inhibition above about 12%
Rv3671c protease: inhibits the M. tuberculosis serine protease Rv3671c; inhibition, % at 5.96 µM; P9WHR9; hit rate 0.048% among 320,000; in the data active means inhibition above about 38%;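 further: extracellular domain of Rv3671c used as enzyme; 0% = enzyme with DMSO and 100% = no enzyme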
Target sequence (P9WHR9 whole entry, looked up, the tested form may be a part): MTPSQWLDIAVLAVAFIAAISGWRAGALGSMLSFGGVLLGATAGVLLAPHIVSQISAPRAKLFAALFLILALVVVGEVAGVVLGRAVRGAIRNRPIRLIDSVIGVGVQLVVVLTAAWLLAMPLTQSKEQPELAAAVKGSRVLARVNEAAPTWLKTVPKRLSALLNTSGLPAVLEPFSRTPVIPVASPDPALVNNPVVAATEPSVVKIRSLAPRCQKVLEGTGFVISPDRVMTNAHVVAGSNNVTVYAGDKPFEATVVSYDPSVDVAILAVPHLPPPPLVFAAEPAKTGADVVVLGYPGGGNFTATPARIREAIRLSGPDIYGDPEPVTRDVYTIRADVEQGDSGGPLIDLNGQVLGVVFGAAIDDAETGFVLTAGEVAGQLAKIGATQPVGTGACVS
An asterisk follows results filed as active; i = inactive; ? = inconclusive; · = no result given; & = joins results of further samples.

SMILES	CCHF vOTU inh	Y pestis TopoI	Vc quorum ag	PrPC surface inh	SSB-PriA inh	VHR inh abs	TcdB GH inh	MazEF act	SARS 3CLpro inh	Rv3671c protease
O=C(OCC(=O)N1CCOCC1)c1ccccc1Br	8.4	-5.0	i	-2.4	-15.3	-5.1	0.1	9.1	-1.9	6.8
O=C(COc1cccc2cccnc12)N/N=C1\SCC(=O)N1Cc1ccccc1	7.4	16.8	-0.2	-7.7	·	11.9	-1.7	-1.5	5.5	3.2
CN(C)c1cc[n+](CC(=O)Nc2ccc(OC(F)F)cc2)cc1	-13.6	-5.3	i	-2.1	0.6	9.6	0.5	1.7	-0.5	-12.8
O=C(Cc1ccc(Cl)cc1)N/N=C/c1cccs1	18.3	0.9	-0.3	8.7	·	15.1	1.6	7.7	6.3	-2.5
COc1ccc(NC(=O)COC(=O)c2ccc(S(=O)(=O)N(C)c3ccccc3OC)cc2)cc1OC	7.2	0.0	-0.8	2.9	5.2	17.8	-0.2	-15.3	-3.6	-3.0
CSc1ccccc1NC(=O)CN(C)C(=O)Cc1c(F)cccc1Cl	-1.9	9.5	-5.6	-4.0	0.3	16.3	0.7	0.4	4.2	1.6
N#CC(Cc1cccc(CC(C#N)(c2ccccc2)c2ccccc2)c1)(c1ccccc1)c1ccccc1	2.4	9.3	i	-1.9	-14.6	5.0	1.8	2.9	-1.1	-5.1
CCC(C)c1ccc(OCC(=O)Nc2ccc3c(c2)C(=O)NC3=O)cc1 (stereo not given)	13.8	24.4	-0.2	0.4	-13.3	10.1	-2.2	3.4	4.3	-4.6
COc1ccc(CCNC(=O)CC2C(=O)NCCN2CC(C)(C)C)cc1 (stereo not given)	0.7	6.6	i	8.4	-0.3	4.3	-0.2	5.4	0.1	0.4
CC(=O)N1c2ccccc2C(C)=CC1(C)C	-5.2	-2.5	i	2.9	-6.0	7.2	-0.2	-4.0	2.9	-7.5
CCCCCCc1nc(C(N)=O)c2[nH]c(=O)n(-c3ccc(OCC)cc3)c2n1	·	11.4	-0.6	·	-0.5	-3.0	·	-15.5	-0.8	-2.2
Cc1ccc(CNC(=O)CCS(=O)(=O)c2ccc(Br)s2)cc1	4.9	3.7	-2.5	2.2	-13.1	-18.9	·	3.8	1.2	2.5
COc1ccc(NS(=O)(=O)c2cccc(-c3n[nH]c(=S)n3Cc3ccccc3)c2)cc1	3.6	8.7	1.4	-6.3	-3.7	9.3	0.2	-8.6	6.2	-0.2
COc1ccc(NC(=O)Cc2c(O)c3ccccc3[nH]c2=O)cc1	8.0	1.4	0.7	1.1	-7.6	16.6	·	1.0	-6.6	-10.4
N#Cc1cc2c(nc1SCC(N)=O)CCCCC2	4.4	2.6	i	-0.9	3.6	33.3	·	2.4	4.5	-2.8
Cc1c2cc[n+](CCN3CCCCC3)cc2c(C)c2c1[nH]c1ccc(O)cc12	·	-42.0	i	·	20.9	·	·	-15.1	·	·
CN(C(=O)COC(=O)c1n[nH]c(=O)c2ccccc12)c1ccccc1	-11.6	3.0	0.4	-3.3	-10.9	·	1.4	2.3	·	6.2
CCCN(CCC)c1nc(-c2ccccn2)nc2ccccc12	12.1	42.6	1.2	2.8	-6.5	-15.2	1.1	0.0	-5.0	·
O=C(c1n[nH]c(=O)c2ccccc12)N1CCOCC1	5.9	-4.5	-0.2	2.7	-7.8	-22.5	·	0.9	-3.8	0.5
O=C(NCc1ccccn1)c1cc(Cl)ccc1OCc1ccccc1	1.3	?	i	-2.9	-18.9	23.6	1.0	7.0	2.5	2.5
O=C1N(c2ccccc2)c2ccccc2C1(O)C(F)(F)F (stereo not given)	-6.6	2.2	i	3.4	-11.4	6.1	1.2	6.0	3.1	-1.7
COCCN(C(=O)CC1CCCCC1)c1c(N)n(CC(C)C)c(=O)[nH]c1=O	6.5	-3.4	i	-2.5	-2.0	·	-1.7	-6.2	·	12.1
COc1ccc(C(=O)/C(C#N)=N/Nc2ccccc2[N+](=O)[O-])cc1	4.6	-11.5	-0.4	0.1	·	-7.4	-0.4	-2.7	1.5	6.0
CCCOc1ccc2c(=O)c(-c3cc(C(=O)OC)oc3C)c(C)oc2c1	4.0	19.6	7.1	2.1	-0.5	45.2	-0.1	3.5	3.9	-2.1
C[C@@H]1O[C@@H](O[C@H]2[C@H](O)[C@@H](O)[C@H](Oc3c(-c4ccc(O)c(O)c4)oc4cc(O)cc(O)c4c3=O)O[C@@H]2CO)[C@H](O)[C@H](O)[C@H]1O	0.3	-2.3	i	2.0	2.0	·	-4.1	2.4	·	-9.4
COc1ccc(Cl)c(CNC[C@H]2O[C@@H](n3cnc(C(N)=O)n3)[C@H](O)[C@@H]2O)c1	-1.5	-1.2	1.3	-5.6	-1.7	·	1.0	3.4	·	·
O=C(Nc1cccnc1)C1(c2ccc(Cl)cc2)CCCC1	-7.5	2.8	1.8	1.7	-12.5	3.7	·	-0.5	7.2	1.8
CN(C)c1ccc(/C=C/C(=O)c2cc(Cl)ccc2O)cc1	-3.0	-0.8	0.0	2.0	-12.4	7.7	0.2	-59.6	-0.1	-17.5
c1ccc(-c2n[nH]c(-c3ccccn3)n2)nc1	-5.3&-0.1	5.7&-9.0	3.3	1.8&-1.9	92.9*	-9.5&20.1	0.5	6.7&7.3	0.3&5.1	-8.2&4.2
CC(C)CNC(=O)C1Nc2ccc(OC(F)(F)F)cc2C2C=CCC12 (stereo not given)	9.1	1.6	4.5	4.1	-0.1	·	0.3	3.5	·	-1.7

A different layout for part of the listing above.
mol,CCHF vOTU inh,Y pestis TopoI,Vc quorum ag,PrPC surface inh,SSB-PriA inh,VHR inh abs,TcdB GH inh,MazEF act,SARS 3CLpro inh,Rv3671c protease
COCCN(C(=O)CC1CCCCC1)c1c(N)n(CC(C)C)c(=O)[nH]c1=O,6.5,-3.4,i,-2.5,-2.0,·,-1.7,-6.2,·,12.1
COc1ccc(C(=O)/C(C#N)=N/Nc2ccccc2[N+](=O)[O-])cc1,4.6,-11.5,-0.4,0.1,·,-7.4,-0.4,-2.7,1.5,6.0

Returning to the listing with the 3 entries that preceded the break.
SMILES	CCHF vOTU inh	Y pestis TopoI	Vc quorum ag	PrPC surface inh	SSB-PriA inh	VHR inh abs	TcdB GH inh	MazEF act	SARS 3CLpro inh	Rv3671c protease
CN(C)c1ccc(/C=C/C(=O)c2cc(Cl)ccc2O)cc1	-3.0	-0.8	0.0	2.0	-12.4	7.7	0.2	-59.6	-0.1	-17.5
c1ccc(-c2n[nH]c(-c3ccccn3)n2)nc1	-5.3&-0.1	5.7&-9.0	3.3	1.8&-1.9	92.9*	-9.5&20.1	0.5	6.7&7.3	0.3&5.1	-8.2&4.2
CC(C)CNC(=O)C1Nc2ccc(OC(F)(F)F)cc2C2C=CCC12 (stereo not given)	9.1	1.6	4.5	4.1	-0.1	·	0.3	3.5	·	-1.7
CCCOC(=O)c1cc2ccccc2oc1=O	-14.6	5.9	i	-5.1	-13.0	33.9	·	-0.3	-2.0	2.1
CC(C)CN1CCN(Cc2cccc3c2OCO3)CC1CCO (stereo not given)	2.3	1.7	-1.6	-0.1	4.5	9.5	1.9	1.6	-0.7	-1.4
CNC(=S)N1CCC(Cc2ccccc2)CC1	-4.4	-11.4	-0.1	2.1	9.3	20.8	-0.3	3.3	0.7	·
CCOc1ccc(Nc2nc3ccccc3n3cnnc23)cc1	12.6	9.7	i	-5.0	-4.8	17.2	1.2	6.1	-4.2	-0.2
CC(C)CC(=O)N/C(N)=N/c1nc2ccccc2s1	5.3	3.1	-1.4	9.0	·	20.8	·	-0.5	-1.7	-3.6
Cc1ccc(S(=O)(=O)N(CC(=O)NCc2ccco2)Cc2ccc(F)cc2)cc1	2.4	20.0	·	-7.0	8.9	39.8	·	-5.5	4.6	3.2
CC(C)NCC(O)c1ccc2ccccc2c1 (stereo not given)	-2.2	-4.3	-0.6	-1.8	-3.4	·	1.6	4.4	·	-0.5
Nc1nc(NCc2ccco2)nc(NC2CCCCC2)c1[N+](=O)[O-]	-7.0	-3.4	i	-0.5	-10.5	13.1	1.5	-5.6	-0.6	-0.5
CCCNC(=O)/C=C/c1ccc(C(C)C)cc1	-8.8	-1.8	-0.2	-2.7	-3.9	-1.5	1.5	-3.6	-4.2	-5.8
CC(=O)N1c2ccc(S(=O)(=O)N3CCCC3)cc2CC1C(=O)NCc1ccc(N(C)C)cc1 (stereo not given)	4.1	2.1	i	-4.4	3.2	5.5	-1.4	2.2	5.7	-0.6
S=C1N(c2ccccc2)CN(C2CCCCC2)CN1c1ccccc1	-12.6	3.9	-0.5	1.0	-18.9	32.8	-0.2	-0.3	-1.6	-4.9
CCN(Cc1nc2ccccc2c(=O)[nH]1)Cc1nc2ccsc2c(=O)[nH]1	-5.3	0.6	1.1	-5.6	1.3	-2.0	0.3	-9.8	3.1	6.3
N#Cc1ccc(OCC(=O)N(C2CCCCC2)C2CCS(=O)(=O)C2)cc1 (stereo not given)	2.1	6.6	0.5	1.3	-11.3	·	1.2	6.9	·	-5.2
O=C(c1cc(-c2ccco2)nn1-c1cccc(Cl)c1)N1CCCCC1	12.8	5.7	-0.4	-5.3	-2.1	5.4	·	4.6	-0.8	1.5
O=S1(=O)N[C@@H](CC2=CCCCC2)C2CCCCC2O1 (stereo not given in full)	16.5	14.6	1.2	7.4	-5.4	8.9	1.4	-15.5	-0.6	0.1
O=C(O)CSc1cc(C(F)(F)F)nc(-c2ccccn2)n1	-3.5	5.7	1.2	8.5	-7.1	31.6	·	3.4	-0.1	1.4
CC1CC(C)CN(S(=O)(=O)N2CCCC(C(=O)NCCCN3CCCCC3C)C2)C1 (stereo not given)	9.9	-8.5	i	-1.6	-12.1	1.6	0.5	6.0	-5.5	0.3
CCCCCNCc1ccc(Cl)cc1	6.2	3.1	-0.3	2.4	5.4	-1.4	0.5	5.8	-1.2	0.5
O=C(C1CC(=O)N(C2CCCC2)C1)N1CCN(c2ccccc2)CC1 (stereo not given)	-8.3	2.9	-7.7	-1.4	-0.6	-7.8	0.2	4.0	-2.0	-6.8
CNC(=O)c1ccc(Oc2ccc(C(=O)NC)cc2)cc1	·	-6.9	-0.4	·	3.5	6.2	0.7	-8.6	3.8	14.5
O=C1CN(C(=O)COC(=O)[C@@H]2CC(O)CN2S(=O)(=O)c2ccc(Cl)cc2)c2ccccc2N1 (stereo not given in full)	-1.6	2.1	2.7	3.6	-6.7	·	0.1	9.2	·	9.4
Cc1ccccc1-n1nnc2c(=O)oc3ccccc3c21	-1.0	0.9	-1.0	-7.3	-4.5	-6.0	·	1.6	0.0	8.1
COc1cc(/C=C2/CCc3ccccc3C2=O)cc(OC)c1OC	8.3	6.0	-0.4	2.5	-0.5	38.4	·	-3.8	-0.8	-0.8
Cc1ccc(N(CC(=O)NCc2ccc(F)cc2)C(=O)c2csnn2)cc1C	-2.6	-5.5	i	-1.6	-3.8	18.1	0.3	6.5	-2.7	4.6
CC(C)(C)CC(C)(C)NC(=S)N1CCN(Cc2ccc3c(c2)OCO3)CC1	3.0	2.6	-0.2	1.0	-2.8	33.3	0.6	7.0	1.8	-11.9
COc1cc2c(cc1NC(=O)C(C)Sc1nc3ccccc3n1C)oc1ccccc12 (stereo not given)	-8.4	0.6	-0.5	2.3	0.7	5.4	·	5.9	5.3	-15.4

Reprinted at random: 3 entries already listed.
SMILES	CCHF vOTU inh	Y pestis TopoI	Vc quorum ag	PrPC surface inh	SSB-PriA inh	VHR inh abs	TcdB GH inh	MazEF act	SARS 3CLpro inh	Rv3671c protease
O=C1N(c2ccccc2)c2ccccc2C1(O)C(F)(F)F (stereo not given)	-6.6	2.2	i	3.4	-11.4	6.1	1.2	6.0	3.1	-1.7
CCCOC(=O)c1cc2ccccc2oc1=O	-14.6	5.9	i	-5.1	-13.0	33.9	·	-0.3	-2.0	2.1
O=S1(=O)N[C@@H](CC2=CCCCC2)C2CCCCC2O1 (stereo not given in full)	16.5	14.6	1.2	7.4	-5.4	8.9	1.4	-15.5	-0.6	0.1

Screens as filed in PubChem.

The list is partial; the hit share may differ from the screen's.
